MEKK2 WT-MEK5: modulators of MEK5 binding to wildtype MEKK2, primary screen, biochemical, multiplex bead flow cytometry, Alexa488-MEK5. Alexa488-MEK5 binding to MEKK2 WT; actives lie on both sides. binding response (% of control), % at 10 µM. 290,000 tested, 1.1% active. AID 1531, 2009; in the data active means binding response below about 67% or above about 130%
SUMO HTRF inh: inhibitors of in vitro SUMOylation cascade, primary screen, biochemical, HTRF, uHTS. inhibition, % at 35 µM. SUMO-conjugating enzyme UBC9 (Homo sapiens), P63279. 290,000 tested, 0.36% active. HTRF SUMOylation assay, SAE1/SAE2 + UBC9; in the data active means inhibition above about 50%, passing the limit was not always enough; further: strong numbers were not always called active
MEKK2 mut-MEK5: MEK5 binding signal on mutant MEKK2 PB1, primary screen, biochemical, multiplex bead flow cytometry, Alexa488-MEK5 | Alexa488-MEK5 binding to MEKK2 mutant | percent response, % at 10 µM | 290,000 tested, 0.35% active; in the data active means percent response above about 24%, passing the limit was not always enough; further: inactives centre near 1; some results filed as inactive read as strong as hits
CRFR2-BP ag: agonists of CRF-BP/CRF-R2 complex, primary screen, cell-based, HEK293, calcium dye fluorescence, uHTS. CRF-binding protein / CRF receptor 2 complex (human). calcium dye fluorescence (FLIPR); percent of saturating CRF peptide response. activation, % at 13.2 µM. 350,000 tested, 0.46% active;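 active means activation of at least 50%, plus an integration ratio under a set limit after plate pattern correction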;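 further: plate controls were neutral control wells without compound for no effect and CRF at EC100 for full effect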
GalR3 antagonist: GalR3 antagonists in HEK293 cells, primary screen, cell-based, fluorescence readout; Galanin receptor type 3 (Homo sapiens), O60755; HEK293 GalR3-CNG cAMP membrane potential fluorescence; galR3 body fused to GalR1 C-terminus; inhibition, % at 3 µM; 360,000 tested, 0.44% active;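 active means inhibition above the screen-wide average plus 3 SD, cut at about 13% in these data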;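 further: forskolin and galanin both at EC90 stimulate the cells; cAMP rise reported by CNG channel membrane potential dye signal; 0% = forskolin plus galanin with DMSO and 100% = forskolin alone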
Target sequence (O60755 1-299 limits assumed): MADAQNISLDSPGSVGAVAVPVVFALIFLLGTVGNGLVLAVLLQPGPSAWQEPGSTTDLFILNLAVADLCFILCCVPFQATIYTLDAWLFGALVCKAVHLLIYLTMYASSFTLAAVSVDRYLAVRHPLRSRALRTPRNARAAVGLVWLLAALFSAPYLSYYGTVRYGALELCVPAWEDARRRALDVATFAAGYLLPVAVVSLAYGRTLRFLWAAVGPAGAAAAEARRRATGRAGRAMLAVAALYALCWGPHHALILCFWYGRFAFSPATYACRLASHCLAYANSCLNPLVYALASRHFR
CRFBP-R2 block: antagonists of CRF-BP/CRF-R2 complex, primary screen, cell-based, HEK293, calcium dye fluorescence, uHTS; CRF-induced calcium fluorescence; inhibition, % at 11.8 µM; 350,000 tested, 0.59% active; AID 588475, 2011;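 active means inhibition of the ligand-induced calcium signal above about 50% at the single tested concentration, limit read from the data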
MEKK3 PB1 HTS: modulators of MEKK3-MEK5 PB1 binding, primary screen, biochemical, wildtype MEKK3, multiplex bead flow cytometry, Alexa488-MEK5 | Mitogen-activated protein kinase kinase kinase 3 (Homo sapiens), Q99759 | bead-based flow cytometry, Alexa488-MEK5 binding to MEKK3; actives lie on both sides; 0 = blocked by unlabeled MEK5, 100 = vehicle | binding response (% of control), % at 10 µM | 290,000 tested, 1.4% active;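 active means binding response more than 3 SD above or below the average of its plate-row segment, actives on both sides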;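 further: Alexa488 bead fluorescence after subtracting the streptavidin-only scavenger bead signal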
Target sequence (Q99759 whole entry, looked up): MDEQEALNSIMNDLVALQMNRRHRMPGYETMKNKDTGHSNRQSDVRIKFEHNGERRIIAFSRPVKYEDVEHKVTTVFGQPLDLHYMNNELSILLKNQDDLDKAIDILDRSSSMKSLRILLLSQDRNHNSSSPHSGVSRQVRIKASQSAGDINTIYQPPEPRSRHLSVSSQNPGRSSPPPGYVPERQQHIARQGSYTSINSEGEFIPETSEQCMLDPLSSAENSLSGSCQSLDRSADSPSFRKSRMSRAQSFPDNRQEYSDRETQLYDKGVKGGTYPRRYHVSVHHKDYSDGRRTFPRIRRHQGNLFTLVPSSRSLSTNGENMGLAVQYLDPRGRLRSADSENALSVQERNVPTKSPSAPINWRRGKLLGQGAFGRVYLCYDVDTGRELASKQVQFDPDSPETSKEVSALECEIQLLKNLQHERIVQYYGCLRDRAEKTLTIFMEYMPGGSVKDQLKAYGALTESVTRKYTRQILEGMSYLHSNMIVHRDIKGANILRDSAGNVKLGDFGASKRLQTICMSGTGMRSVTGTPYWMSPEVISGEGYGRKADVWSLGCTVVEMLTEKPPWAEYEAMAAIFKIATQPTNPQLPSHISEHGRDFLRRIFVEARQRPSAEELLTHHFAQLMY
DNA FID counter: compounds displacing fluorescent DNA intercalator, primary screen, artefact control for HCV NS3 helicase inhibitor project, biochemical, FID fluorescence. DNA fluorescent intercalator displacement. inhibition, % at 7.9 µM. 290,000 tested, 0.17% active. AID 1845, 2009; in the data active means inhibition above about 37%;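 further: 0% = vehicle and 100% = reference compound; higher means more ethidium bromide displaced from hairpin DNA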
HCV NS3 hel inh: inhibitors of HCV NS3 helicase, primary screen, biochemical, Cy5 molecular beacon fluorescence; Hepatitis C virus NS3 helicase; NS3 helicase DNA unwinding; inhibition, % at 10.9 µM; 290,000 tested, 0.56% active; AID 1800, 2009;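 active means inhibition above the mean of all tested compounds plus 3 SD, set per campaign, cut at about 35% in these data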;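 further: 0% = DMSO wells and 100% = thioflavine S control wells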
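System: NS3 helicase fragment of HCV / Schedule: 1 h at 25 °C / Control set: DMSO alone as 0% and 110 µM thioflavine S as 100% / Reagent: Cy5/quencher beacon DNA duplex and ATP to start / Technique: Cy5 fluorescence / Replication: singlicate / Evaluation: % inhibition of end-to-start signal ratio versus controls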
* hit, by the source's call; / = no result given; & = joins results of further samples. Some of the compounds tested (hit frequency here may not be typical).

Structure | MEKK2 WT-MEK5 | SUMO HTRF inh | MEKK2 mut-MEK5 | CRFR2-BP ag | GalR3 antagonist | CRFBP-R2 block | MEKK3 PB1 HTS | DNA FID counter | HCV NS3 hel inh
Cc1nc(CN(C)C(=O)CC2C(=O)NCCN2Cc2ccc(-c3ccccc3)cc2)cs1 (stereo unspecified) | 108 | -1 | 1 | 0.2 | 0 | 9 | 102 | -44 | -16
Cc1cc(=O)c(C(=O)O)cn1Nc1ccc(F)cc1 | 111 | -10 | 7 | -2.7 | -2 | -16 | 108 | -1 | -1
CC1=C(C(=O)OCC(Cl)(Cl)Cl)N2C(=O)C(NC(=O)Cc3ccccc3)C2SC1 (stereo unspecified) | 98 | -23 | -5 | 11 | -5 | -20 | 96 | -26 | -3
CC(NC(=O)CCSc1nc(-c2ccc3c(c2)OCO3)cc(C(F)(F)F)n1)c1ccccc1 (stereo unspecified) | 92 | 10 | -4 | 1.4 | -2 | 2 | 94 | 3 | 3
C[N+]1(CCCOC(=O)C2(c3ccccc3)CCCC2)CCOCC1 | 98 | -2 | -2 | 0.8 | -2 | 16 | 94 | 9 | -4
CN1CCN(C2=C(Cl)C(=O)N(C3CCCCC3)C2=O)CC1 | 100 | 8 | 1 | 9.6 | -1 | -14 | 102 | -3 | 2
Cc1ccc(S(=O)(=O)NC2c3cccc4cccc(c34)C2Sc2ncccn2)cc1 (stereo unspecified) | 88 | -40 | -5 | 2.8 | -3 | -32 | 92 | -18 | -21
Cc1cccnc1NC(=O)c1cccc(S(=O)(=O)N2CCN(c3ccc(F)cc3)CC2)c1 | 100 | 12 | 5 | -0.6 | -4 | -9 | 99 | -38 | -1
CCC(C)(C(=O)NC1CCCC1)N(C(=O)c1ccccn1)c1ccccc1 (stereo unspecified) | 100 | 21 | 0 | -2.1 | 0 | 0 | 102 | -14 | 2
Nc1c(Cl)c(Cl)nc(C(=O)N/N=C/c2cccnc2)c1Cl | 102 | 12 | -2 | -2.4 | -6 | 19 | 97 | -9 | 1
Nc1ccccc1OCCOCCOCCOc1ccccc1N | 93 | -25 | -5 | 0.8 | -4 | -8 | 85 | -11 | 2
CC(C)(C)C(=O)Nc1c(Br)c(C2CC2)nn1-c1ccccc1 | 96 | 8 | -27 | -0.1 | -2 | -10 | 89 | -3 | 4
Cc1cc(=O)oc2c(C)c(OCC(=O)Nc3cccnc3)ccc12 | 99 | 0 | -2 | -1.7 | 1 | -7 | 97 | -17 | 4
COC(=O)C1(C)NC(c2ccco2)C2C(=O)N(c3ccc(C)cc3)C(=O)C21 (stereo unspecified) | 110 | 6 | 0 | 1.4 | -3 | -2 | 94 | -1 | 2
COc1ccc(/C=N/NC(=O)CCc2nc3ccccc3[nH]2)cc1 | 107 | 4 | 4 | -0.7 | -10 | -9 | 108 | -6 | -3
COc1ccc(N(C(=O)CNC(=O)c2cccs2)C(C(=O)NC2CCCC2)c2cccnc2)cc1 (stereo unspecified) | 96 | 18 | 7 | -1.1 | 5 | 10 | 110 | -15 | 7

Looked up above.
Cc1cccnc1NC(=O)c1cccc(S(=O)(=O)N2CCN(c3ccc(F)cc3)CC2)c1 @ GalR3 antagonist: -4
CCC(C)(C(=O)NC1CCCC1)N(C(=O)c1ccccn1)c1ccccc1 (stereo unspecified) @ DNA FID counter: -14

Remaining list, next part.
Structure | MEKK2 WT-MEK5 | SUMO HTRF inh | MEKK2 mut-MEK5 | CRFR2-BP ag | GalR3 antagonist | CRFBP-R2 block | MEKK3 PB1 HTS | DNA FID counter | HCV NS3 hel inh
c1ccc(Sc2ncnc3c2oc2ccccc23)cc1 | 102 | 15 | 2 | 0.1 | / | -18 | 105 | -13 | -1
COC(=O)c1[nH]c2ccccc2c1NC(=O)C(C)N1CCN(C(=O)c2ccco2)CC1 (stereo unspecified) | 107 | 12 | 5 | -1.2 | 1 | 7 | 111 | -24 | -4
COc1ccc(C)cc1NC(=O)CCN1CCN(c2ccccc2F)CC1 | 104 | -6 | 11 | 1.1 | -6 | -7 | 103 | -7 | -8
Oc1c(C=C2N=c3ccccc3=N2)sc(=S)n1-c1ccc2ccccc2c1 | 68 | 36 | -8 | 1.6 | -1 | -4 | 87 | 3 | 0
CCn1c2ccccc2c2cc(CN3CCN(C(=O)c4ccco4)CC3)ccc21 | 128 | 17 | 14 | 1.7 | 1 | -3 | 99 | 3 | -42
CC(C)CC(NC(N)=O)C(=O)NCc1ccc(Cl)cc1 (stereo unspecified) | 102 | 4 | 0 | -1.5 | -8 | -1 | 104 | -2 | 12
CCCNC(=O)c1ccc(C2SCC(=O)N2Cc2ccccc2)cc1 (stereo unspecified) | 97 | 12 | -2 | 1.5 | -5 | -12 | 100 | -23 | -10
Cc1ccc(C2CC2C(=O)NN)cc1 (stereo unspecified) | 108 | 3 | 5 | -0.3 | 8 | -2 | 106 | -11 | 14
Cc1ccc(S(=O)(=O)Cc2ccc(C(=O)N3CCc4ccccc4C3)o2)cc1 | 110 | 19 | 5 | 0.4 | -1 | 1 | 107 | -31 | 4
Cc1ccc(-c2nnc(SCC(=O)N/N=C/c3ccccc3C(=O)O)n2-c2ccc(Cl)cc2)cc1 | 101 | 6 | -1 | 1.1 | -2 | 14 | 100 | -41 | 23
Cc1nn(C)c(Sc2ccccn2)c1[N+](=O)[O-] | 103 | 2 | 0 | 0.5 | -7 | 6 | 102 | 0 | 4
COc1ccc(CN2CCNC(=O)C2CC(=O)NCCSc2nccn2C)cc1OC (stereo unspecified) | 96 | 20 | -7 | 0.1 | -2 | 1 | 101 | -3 | 1
COc1ccc(Nc2nc(N)c(C(=O)c3ccc(OC)cc3)s2)cc1 | 97 | 13 | -4 | 0.8 | -6 | -44 | 101 | -18 | -71
CCOC(=O)C(C(=O)OCC)C1N=C(N)N=C2Oc3ccccc3N21 (stereo unspecified) | 102 | -4 | -2 | -1.6 | -7 | 4 | 98 | -1 | 8
Cc1n[nH]c(C)c1S(=O)(=O)N1CCC(C(=O)Nc2cccc(F)c2)CC1 | 97 | -5 | -8 | -2.4 | -6 | 7 | 98 | 14 | 13
CN(C)CCCN(C(=O)c1ccc(S(=O)(=O)N2CCc3ccccc3C2)cc1)c1nc2c(F)cccc2s1 | 208* | 15 | 45* | 0.8 | -3 | -17 | 109 | 16 | -43
COC(=O)c1ccc(C2CC(=O)NC3=C2C(=O)CCC3)cc1 (stereo unspecified) | 102 | -2 | 0 | 2.3 | 3 | -55 | 100 | -1 | 1
COc1ccc(S(=O)(=O)N(CC(=O)NC2CC3CCC2C3)c2ccccc2OC)cc1 (stereo unspecified) | 92 | -8 | -8 | -0.9 | 1 | -29 | 98 | -45 | -18
COCCN1C=C(C(=O)OC)C(c2ccc3c(c2)OCO3)C(C(=O)OC)=C1 | 105 | -18 | 1 | -0.9 | -3 | 23 | 104 | -12 | -8
COc1ccc(C=O)cc1OS(=O)(=O)c1ccccc1[N+](=O)[O-] | 105 | 14 | 1 | 1.5 | -4 | -3 | 103 | 8 | -7
CC(C)C(NC(=O)c1ccc(C(C)(C)C)cc1)C(=O)OCC(=O)NC(=O)Cc1ccccc1 (stereo unspecified) | 105 | -2 | 0 | -2.3 | -2 | 2 | 100 | -29 | 3
Cc1cc(C)nc(Nc2n[nH]c(Cc3ccccc3)n2)n1 | 102 | -4 | 1 | / | / | / | 96 | -3 | 6
Cc1c(CCOC(=O)C23CC4CC(CC(C4)C2)C3)sc[n+]1Cc1ccccc1 | 112 | 20 | 2 | -1.8 | -5 | 2 | 102 | 12 | -39
CCOCCCNC(=O)C(NC(=O)c1ccccc1O)c1ccc(C)cc1 (stereo unspecified) | 105 | -2 | 7 | -2.7 | -4 | 4 | 104 | -18 | 6
Cc1nn(C(C)c2nc(-c3ccccc3)no2)c(C)c1[N+](=O)[O-] (stereo unspecified) | 102 | 35 | 3 | -3.9 | -3 | 8 | 105 | 6 | -1
COc1ccccc1CNC(=O)C(C)c1ccc([N+](=O)[O-])cc1 (stereo unspecified) | 101 | -7 | 0 | -0.7 | -4 | -5 | 103 | -2 | -6
Cc1ccc(Cl)cc1N1CCN(S(=O)(=O)c2ccc3c(c2)OCCO3)CC1 | 96 | -17 | 0 | 1.2 | -2 | 13 | 94 | -12 | 10
O=C(O)CSc1nc2ccccc2n1Cc1ccccc1 | 109 | 13 | 20 | 0.7 | -3 | 9 | 106 | -23 | 9
Cc1nc2cc(NC(=O)N(C)c3ccc4ccccc4c3)ccc2o1 | 103 | 18 | 2 | 0.2 | -2 | 10 | 104 | -12 | 18
COc1cc(C)c(Cc2cnc(N)nc2N)cc1OC | 109&104 | 14 | 4&2 | / | / | / | 109&102 | -3 | -12
Cc1ccc(NS(=O)(=O)c2cccc(C(=O)Nc3c(C)n(C)n(-c4ccccc4)c3=O)c2)cc1 | 96 | 2 | 4 | -1.1 | / | 3 | 103 | -10 | -2
C/C(=N\NS(=O)(=O)c1ccccc1)c1cc(Cl)cc(Cl)c1O | 92 | 14 | -7 | -2.0 | 1 | 20 | 102 | 0 | 3
Cc1nc2ncnn2c(C)c1Cc1ccccc1Cl | 114 | -8 | 10 | -0.2 | 1 | -4 | 108 | -6 | -2
Cc1ccc(-c2nnn(CC(=O)N(CC(=O)NC3CCCC3)c3ccccc3F)n2)o1 | 100 | -4 | 0 | -1.4 | -6 | -10 | 100 | -24 | -3
Cc1[nH]c2ccccc2c1/C=N\NC(=O)c1ccco1 | 99 | -4 | -2 | 0.1 | -1 | 25 | 100 | -4 | 12
CS(=O)(=O)N1CCC(Oc2ccccc2C(=O)NCCCc2cccnc2)CC1 | 93 | -10 | -3 | -1.6 | 6 | 3 | 98 | -18 | 6
O=S(=O)(NCCc1cn2ccccc2n1)c1ccc(-c2ccccc2)cc1 | 103 | 14 | 6 | -1.2 | -1 | 8 | 102 | 8 | 0
CC(=O)Nc1ccc(-c2nnc(SCC(=O)Nc3ccc4c(c3)oc3ccccc34)n2C)cc1 | 99 | 0 | -1 | -0.6 | -2 | -4 | 99 | -5 | 1
Cc1cc(C)c(C(=O)OCc2csc(CC(=O)Nc3ccccc3C)n2)c(C)c1 | 109 | -5 | 10 | -0.7 | 4 | 6 | 109 | -30 | -15
S=c1nc(-c2cccc(Br)c2)[nH][nH]1 | 99 | -7 | 2 | 0.2 | 1 | -24 | 101 | 0 | 1
